From PubChem
LYP phosphatase: inhibitors of LYP phosphatase, biochemical, fluorescence intensity, uHTS (AID 1779); recombinant LYP phosphatase, fluorescence intensity; higher % means a stronger effect; inhibition, % at 11.5 µM, or IC50 in µM where a hit was titrated; actives 0.054% (n = 290,000); in the data active = inhibition above about 50%;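 note: plate controls were vehicle with enzyme for no effect and no enzyme for full effect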
Large T inhibition: SV40 large T antigen inhibitors, biochemical (AID 1903); inhibition, % at 20 µM, or IC50 in µM where a hit was titrated; actives 0.39% (n = 310,000); SV40 large T antigen ATPase/helicase inhibition assay; higher % means a stronger effect; in the data active = a potency from the dose series; note: strong numbers were not always called active
GPR35 antagonists: GPR35 antagonists blocking zaprinast-driven arrestin recruitment, primary screen, imaging, U2OS, beta-arrestin-GFP, zaprinast agonist (AID 2058); U2OS GPR35 beta-arrestin-GFP translocation imaging, zaprinast antagonism; higher % means a stronger effect; inhibition, % at 10 µM, or IC50 in µM where a hit was titrated; actives 0.052% (n = 290,000);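 active = inhibition of at least 50% with at least 30 cells and total cytoplasm GFP at most 10,000,000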
Hep lipid drop: modulators of hepatic lipid droplet formation | inhibition, % at 6.5 µM | AML12 mouse hepatocytes, oleate lipid droplets, BODIPY imaging | actives 0.4% (n = 240,000) | AID 1656;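 active = lipid droplet intensity inhibited by at least 50%, with more than 500 cells counted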
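material = mouse AML12 hepatocyte cell line, fixed after treatment | also added = 100 µM oleic acid challenge | doses = compound at 6.5 µM only | schedule = overnight exposure | technique = Image-based BODIPY and DAPI two-channel analysis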
MgcRacGAP inhibition: MgcRacGAP GTPase-activating activity inhibitors, confirmation, biochemical, ADP Hunter fluorescence; MgcRacGAP-stimulated Rac1 GTP hydrolysis, ADP Hunter fluorescence; higher % means a stronger effect; GST-tagged Rac1 F28L mutant substrate; inhibition, % at 30 µM, or IC50 in µM where a hit was titrated; AID 624330; actives 0.6% (n = 340,000);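 active = first-screen hits whose inhibition reached a set limit at any dose in the follow-up dose series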;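 note: fluorescence reports GDP produced by GAP-driven GTP hydrolysis; strong numbers were not always called active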
NTR1 agonist: agonists of NTR1, primary screen, imaging, U2OS cells, beta-arrestin-GFP, high content (AID 493036); P30989; NTR1-U2OS beta-arrestin-GFP spot imaging, agonist mode; activation, % at 20 µM; actives 0.17% (n = 330,000);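 active = activation at or above 40% of the spot to cytoplasm intensity ratio, with at least 20 cells analyzed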;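 note: 0% = DMSO without peptide and 100% = 100 nM NTR1 peptide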
Target sequence (P30989 whole entry, looked up): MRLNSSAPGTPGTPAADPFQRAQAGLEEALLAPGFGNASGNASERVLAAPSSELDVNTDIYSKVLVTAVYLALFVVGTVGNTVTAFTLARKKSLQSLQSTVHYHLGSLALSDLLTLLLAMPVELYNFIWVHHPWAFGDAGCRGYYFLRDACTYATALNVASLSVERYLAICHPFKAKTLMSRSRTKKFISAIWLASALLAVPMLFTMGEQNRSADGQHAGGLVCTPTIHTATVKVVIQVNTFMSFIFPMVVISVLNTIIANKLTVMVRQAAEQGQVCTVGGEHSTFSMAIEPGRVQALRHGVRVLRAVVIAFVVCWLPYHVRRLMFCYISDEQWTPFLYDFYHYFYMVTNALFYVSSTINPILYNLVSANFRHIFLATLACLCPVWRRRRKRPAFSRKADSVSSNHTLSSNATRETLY
GPR55 activation: selective activators of receptor GPR55 – imaging, U2OS cells, beta-arrestin-GFP redistribution, primary screen (AID 1961); U2OS GPR55 beta-arrestin-GFP redistribution imaging; higher % means a stronger effect; activation, % at 10 µM, or EC50 in µM where a hit was titrated; actives 0.048% (n = 290,000);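 active = activation above 40% with more than 50 cells counted in the well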;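 note: U2OS osteosarcoma cells stably expressing GPR55 and beta-arrestin-GFP; plate controls were DMSO negative control for no effect and LPI positive control for full effect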
T cell modulator: T cell immune modulation candidate. calls only at 7 µM. AID 2052. actives 0.068% (n = 330,000). 2C CD8+ T cell-vesicle binding, flow cytometry; active compounds read low;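 active = response, share of CD8 T cells binding vesicles, and their 90th percentile fluorescence all below set limits, cut at about 80% in these data, passing the limit was not always enough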
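material = purified 2C TCR transgenic mouse naive CD8+ T cells | controls = Unloaded micro-vesicles (low), QL9 vesicles with 0.7% DMSO (high) | detection = cytometric PE anti-B7-1 and Alexa647 anti-CD8 signals after 1% paraformaldehyde fixation | incubation = binding step 1.5 h, 37 °C, antibody labelling 20 min, ice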
GPR55 antagonists: GPR55 antagonists blocking LPI-driven arrestin recruitment, primary screen, imaging, U2OS, beta-arrestin-GFP, LPI agonist (AID 2013) | U2OS GPR55 beta-arrestin-GFP translocation imaging, LPI antagonism; higher % means a stronger effect | one-dose inhibition, % at 10 µM; IC50 in µM for titrated hits | actives 0.13% (n = 290,000);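 active = spots per cell inhibited over 60%, with over 100 cells counted and total cytoplasm intensity under 500,000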;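 note: U2OS cells stably carrying GPR55 and arrestin-GFP stimulated by 5 µM LPI near EC80; imaged beta-arrestin-GFP aggregate spots per cell after agonist stimulation; plate controls were LPI-stimulated DMSO wells for no effect and DMSO wells without LPI for full effect; some results filed as inactive read as strong as hits; confirmed hits need IC50 under 10 µM and bright autofluorescent wells are also inconclusive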
Hep lipid drop cells 6.5 µM: further read-out of Hep lipid drop, marked with its call; cell count; measured here: cell count, cytotoxicity flag;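 cells counted across two imaged fields per well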
T cell modulator vesicle-bound %: recorded beside T cell modulator, whose call it bears; double positive events, %; measured here: CD8+ vesicle-bound cell fraction;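 binding gate set so that unloaded-vesicle control wells show 10% double positive cells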
NTR1 agonist cell count 20 µM: recorded beside NTR1 agonist, whose call it bears; cell count; measured here: cell count, cytotoxicity flag
An asterisk follows results filed as active; i = inactive; nt = no result given.

no. | SMILES | T cell modulator vesicle-bound % | NTR1 agonist | LYP phosphatase | MgcRacGAP inhibition | GPR55 activation | Hep lipid drop | T cell modulator | GPR55 antagonists | GPR35 antagonists | NTR1 agonist cell count 20 µM | Large T inhibition | Hep lipid drop cells 6.5 µM
1 | CCCCOc1ccc(CNn2c(C)nc3ccccc3c2=O)cc1 | 22 | 14 | -3% | 8% | 0.5% | nt | i | 17% | 20% | 51 | 10% | nt
2 | CCS(=O)(=O)Nc1ccc(C2=NN(C(=S)Nc3ccccc3)C(c3ccco3)C2)cc1 (stereo not given) | 49 | 4.9 | 5% | 9% | -0.6% | -42 | i | -21% | 0% | 74 | 3% | 496
3 | CC(=O)Nc1ccccc1OCC(=O)NC(C)c1ccc(F)cc1 (stereo not given) | 40 | -0.2 | -7% | 6% | -0.1% | 8 | i | -5% | 0% | 45 | 11% | 707
4 | Cn1ncc2c(NCc3ccccc3)nc(NCCCO)nc21 | 22 | -1.8 | -7% | 8% | -0.2% | -2 | i | -1% | 6% | 49 | 11% | 752
5 | CCOC(=O)N1CCN(c2ccc(F)cc2[N+](=O)[O-])CC1 | 18 | -4.9 | -3% | 4% | 0.4% | 1 | i | 7% | 13% | 83 | 0% | 721
6 | CCc1ccccc1NC(=O)C1=CC(c2ccc(OC)c(OC)c2)=NS(=O)(=O)N1C | 39 | -1.4 | -6% | 7% | 0.0% | 2 | i | 5% | 4% | 72 | 19% | 778
7 | CCN(CC)S(=O)(=O)c1cc(C(=O)Oc2cccc(-c3cnc4ccccc4n3)c2)ccc1OC | 46 | 0.4 | 9% | 11% | -0.1% | -5 | i | 8% | -2% | 27 | 7% | 590
8 | Cc1cccc(NC(=O)Cn2nnc(-c3cccs3)n2)c1C | 53 | 1.0 | -12% | -5% | -1.0% | nt | i | 6% | 7% | 76 | 3% | nt

Additional records:
no. | SMILES | T cell modulator vesicle-bound % | NTR1 agonist | LYP phosphatase | MgcRacGAP inhibition | GPR55 activation | Hep lipid drop | T cell modulator | GPR55 antagonists | GPR35 antagonists | NTR1 agonist cell count 20 µM | Large T inhibition | Hep lipid drop cells 6.5 µM
9 | Cc1ccc(/C=N\NC(=O)C2COc3cc4ccccc4cc3O2)o1 (stereo not given) | 36 | 0.6 | -8% | 6% | -0.1% | nt | i | 4% | 18% | 49 | 5% | nt
10 | Cc1ccc(SCCOCCN2CC(C)OC(C)C2)cc1 (stereo not given) | 19 | 2.0 | 0% | 11% | -0.3% | 23 | i | 11% | 13% | 50 | 23% | 688
11 | OC(CNCc1ccccc1)(c1ccc(F)cc1)c1ccc(F)cc1 | 53 | 4.9 | -4% | 14% | 0.1% | -5 | i | 24% | 19% | 71 | 2% | 591
12 | N#CC(c1nc2ccccc2nc1N1CCCCC1)S(=O)(=O)c1ccc(Cl)cc1 (stereo not given) | nt | nt | -4% | nt | -0.1% | 2 | nt | 1% | 0% | nt | nt | 810
13 | CCOc1ccccc1NC(=O)CSc1nc(N)c(C#N)cc1C#N | 52 | -0.6 | -3% | 5% | -0.1% | nt | i | 16% | 22% | 69 | 6% | nt
14 | CCC(=O)Nc1ccc(NC(=O)c2ccc3ccccc3c2)cc1 | 22 | 0.5 | -7% | 4% | 0.5% | 8 | i | -5% | 8% | 56 | 5% | 810
15 | CN1CCN(C2Cc3cc(F)ccc3Sc3ccc(Cl)cc32)CC1 (stereo not given) | 33 | 9.0 | nt | 3% | nt | nt | i | nt | nt | 35 | 14% | nt
16 | O=S(=O)(c1ccccc1)N1CCC(O)(CSc2ccc(Cl)cc2)CC1 | 13 | 6.8 | 6% | 5% | -0.2% | nt | i | 10% | 0% | 95 | -2% | nt

Complete entries as entered above. Order of values: T cell modulator vesicle-bound %, NTR1 agonist, LYP phosphatase, MgcRacGAP inhibition, GPR55 activation, Hep lipid drop, T cell modulator, GPR55 antagonists, GPR35 antagonists, NTR1 agonist cell count 20 µM, Large T inhibition, Hep lipid drop cells 6.5 µM
CCOc1ccccc1NC(=O)CSc1nc(N)c(C#N)cc1C#N is entered as 52, -0.6, -3%, 5%, -0.1%, nt, i, 16%, 22%, 69, 6%, nt
N#CC(c1nc2ccccc2nc1N1CCCCC1)S(=O)(=O)c1ccc(Cl)cc1 (stereo not given) is entered as nt, nt, -4%, nt, -0.1%, 2, nt, 1%, 0%, nt, nt, 810
Cc1ccc(SCCOCCN2CC(C)OC(C)C2)cc1 (stereo not given) is entered as 19, 2.0, 0%, 11%, -0.3%, 23, i, 11%, 13%, 50, 23%, 688
CCC(=O)Nc1ccc(NC(=O)c2ccc3ccccc3c2)cc1 is entered as 22, 0.5, -7%, 4%, 0.5%, 8, i, -5%, 8%, 56, 5%, 810

Carrying on:
no. | SMILES | T cell modulator vesicle-bound % | NTR1 agonist | LYP phosphatase | MgcRacGAP inhibition | GPR55 activation | Hep lipid drop | T cell modulator | GPR55 antagonists | GPR35 antagonists | NTR1 agonist cell count 20 µM | Large T inhibition | Hep lipid drop cells 6.5 µM
17 | O=C(CSCc1ccccc1)N1CCN(S(=O)(=O)c2ccc(F)cc2)CC1 | 11 | 1.2 | -7% | 9% | -0.1% | 14 | i | 2% | 4% | 58 | 21% | 660
18 | Cn1c(=O)c2cc(S(=O)(=O)NCCC(=O)NCc3ccccc3Cl)ccc2n(C)c1=O | 58 | -1.2 | -3% | 4% | -0.1% | nt | i | 9% | -2% | 69 | 10% | nt
19 | Cc1ccc(NC(=O)/C(C#N)=C/c2ccccc2C(F)(F)F)cc1 | 57 | -0.7 | -3% | 12% | 0.1% | -8 | i | 1% | -14% | 90 | -1% | 690
20 | Cc1ccccc1-c1nc(CN2CCC(C(=O)NCCCN3CCCC3)CC2)c(C)o1 | 37 | 14 | -2% | 14% | -0.1% | -26 | i | -10% | 0% | 93 | 13% | 410
21 | CCOc1ccc(CCNS(=O)(=O)c2c(C)n[nH]c2C)cc1OCC | 34 | 0.2 | -4% | 2% | -0.1% | nt | i | 2% | 40% | 63 | 0% | nt
22 | C/C(=N\NC(=O)CN1CCN(Cc2ccccc2)CC1)c1ccncc1 | 51 | -1.3 | -10% | 2% | -0.2% | 18 | i | 0% | 7% | 43 | 2% | 712
23 | COc1ccc(N/C(N)=N/c2nc(C)c(Cc3ccccc3)c(=O)[nH]2)cc1 | 32 | 0.8 | 4% | 6% | 1.2% | -4 | i | 11% | 4% | 70 | -5% | 786
24 | Cn1/c(=N\NC(=O)c2ccccc2Cl)sc2ccccc21 | 10 | -1.0 | -7% | 5% | 0.4% | 5 | i | 8% | -14% | 90 | 9% | 666

Reprinted, nos. 18 to 19
no. | SMILES | T cell modulator vesicle-bound % | NTR1 agonist | LYP phosphatase | MgcRacGAP inhibition | GPR55 activation | Hep lipid drop | T cell modulator | GPR55 antagonists | GPR35 antagonists | NTR1 agonist cell count 20 µM | Large T inhibition | Hep lipid drop cells 6.5 µM
18 | Cn1c(=O)c2cc(S(=O)(=O)NCCC(=O)NCc3ccccc3Cl)ccc2n(C)c1=O | 58 | -1.2 | -3% | 4% | -0.1% | nt | i | 9% | -2% | 69 | 10% | nt
19 | Cc1ccc(NC(=O)/C(C#N)=C/c2ccccc2C(F)(F)F)cc1 | 57 | -0.7 | -3% | 12% | 0.1% | -8 | i | 1% | -14% | 90 | -1% | 690

The list goes on.
no. | SMILES | T cell modulator vesicle-bound % | NTR1 agonist | LYP phosphatase | MgcRacGAP inhibition | GPR55 activation | Hep lipid drop | T cell modulator | GPR55 antagonists | GPR35 antagonists | NTR1 agonist cell count 20 µM | Large T inhibition | Hep lipid drop cells 6.5 µM
25 | CC(C)(C)C(=O)COC(=O)c1cc(-c2cccnc2)nc2ccccc12 | 40 | 0.7 | -4% | 7% | -0.3% | 15 | i | 7% | -15% | 34 | 6% | 693
26 | Cc1ccc(-n2nc3c(=O)n(CCCC(=O)NCc4ccccc4Cl)nc(C)c3c2C)cc1 | 8 | 0.1 | -8% | 10% | -0.1% | 0 | i | -9% | -8% | 49 | 14% | 743
27 | O=C(OCCN1CCOCC1)c1ccc(OCCN2CCOCC2)cc1 | 38 | -1.0 | 0% | 6% | 0.3% | nt | i | 0% | -2% | 51 | 12% | nt
28 | Cc1cccc(NC(=O)CCc2ccccc2)c1C | 61 | 0.2 | -2% | 10% | 0.3% | -26 | i | 8% | 11% | 53 | 26% | 792
29 | CCCN1C(=O)c2ccccc2NC1c1ccc(O)c(OCC)c1 (stereo not given) | 32 | 2.5 | -12% | 4% | 0.0% | -6 | i | -3% | 4% | 46 | 9% | 802
30 | Cc1cc(C)c(N=C2CCCN2Cc2ccccc2)c(C#N)c1 | 14 | 0.6 | -3% | 8% | 0.2% | -2 | i | -1% | 19% | 43 | 4% | 726
31 | CCOC(=O)CSc1nc2cc(OC)ccc2cc1C#N | 14 | 0.6 | -5% | 7% | -0.1% | 13 | i | 12% | 4% | 87 | 7% | 784
32 | CC(C(=O)Nc1ccccc1C(=O)O)n1c(C(F)(F)F)nc2ccccc21 (stereo not given) | nt | -0.4 | -3% | 5% | -0.1% | 12 | nt | -4% | 0% | 32 | 5% | 690

(list continues)
no. | SMILES | T cell modulator vesicle-bound % | NTR1 agonist | LYP phosphatase | MgcRacGAP inhibition | GPR55 activation | Hep lipid drop | T cell modulator | GPR55 antagonists | GPR35 antagonists | NTR1 agonist cell count 20 µM | Large T inhibition | Hep lipid drop cells 6.5 µM
33 | CCOc1ccc(S(=O)(=O)NCCC(=O)OCC(=O)c2ccc[nH]2)cc1 | 14 | 2.2 | 4% | -25% | 0.0% | 28 | i | 15% | 8% | 55 | 10% | 689
34 | CC1(C)C(c2cccs2)=[N+]([O-])C2(CCCCC/C2=N\O)N1O (stereo not given) | 28 | -0.6 | 0% | 12% | -0.2% | 3 | i | 4% | -2% | 70 | 1% | 595
35 | Cc1cc(O)c(C(C)C)cc1NC(=O)c1ccccc1Cl | 18 | -0.9 | -4% | 6% | 1.0% | 21 | i | 17% | -7% | 61 | 1% | 566
36 | O=C(NNC(=S)NC1CCCCC1)c1cccc(S(=O)(=O)Nc2ccccc2Cl)c1 | 52 | 0.9 | 8% | 4% | 0.3% | 16 | i | 10% | 12% | 60 | 25% | 609
37 | C=CCn1c(N)cc(=O)nc1SCC(=O)N1CCN(c2ccc(F)cc2)CC1 | 14 | -1.0 | -4% | 8% | -0.1% | -6 | i | 2% | 22% | 51 | 7% | 633

Hits appear at their usual frequency; overall some 1.8% were active at least once.
